FAS TE block = blocks the thioesterase domain of human fatty acid synthase; P49327; recombinant FAS-TE, OMFH fluorogenic substrate, fluorescence endpoint; inhibition, % at 15 µM; hit rate 0.67% among 360,000; AID 602261;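 active means compounds whose normalised, plate-corrected inhibition of enzyme fluorescence in the single-dose primary screen is 50% or more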;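 further: 0% = DMSO with enzyme and 100% = substrate without enzyme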
MsrA act = bovine methionine sulfoxide reductase A activation; activation, % at 10.6 µM; hit rate 0.3% among 360,000; purified bovine MsrA, absorbance read-out; AID 602163; in the data active means activation above about 7.5%;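 further: 0% = vehicle and 100% = reference activator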
CendR NRP1 mod = alters CendR peptide binding to human NRP-1; FAM-RPARPAR peptide binding to NRP-1, fluorescence polarization; inhibition, % at 25 µM; hit rate 0.85% among 360,000;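 active means inhibition or corrected inhibition above about 18%, plus a signal ratio from 0.5 to 1.5, limit read from the data, passing the limit was not always enough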; further: strong numbers were not always called active
Rin1-Abl PPI inh = blocks binding of human Rin1 to Abl. TR-FRET Rin1/Abl binding, biochemical. inhibition, % at 7.35 µM. hit rate 0.4% among 360,000; in the data active means inhibition above about 5%, passing the limit was not always enough
MsrA inhibitor = inhibitors of bovine MsrA; purified bovine MsrA, absorbance read-out; inhibition, % at 15.5 µM; hit rate 0.75% among 360,000; in the data active means inhibition above about 4.5%;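 further: 0% = vehicle wells with enzyme and 100% = reference inhibitor wells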
MT1-MMP act inh = inhibitors of human MT1-MMP activation | HT1080 RFP-PRO-GFP cells, GFP/RFP ratio fluorescence, overnight; percent of plate control window, DMSO zero | GFP/RFP ratio change, % at 20 µM | hit rate 0.061% among 360,000;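 active means GFP/RFP ratio change of at least 30% with cell ATP level not reduced by more than half and red fluorescence within 50% of control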; further: strong numbers were not always called active
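Read-out: GFP/RFP fluorescence ratio; Test system: RFP-PRO-GFP reporter HT1080 cells; Compound dosing: single-point 20 µM compound, 1% DMSO; Times: overnight compound exposure at 37 °C.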
SKN-1 block = inhibitors of C. elegans SKN-1; C. elegans VP596 Pgst-4::GFP/RFP ratio, acrylamide-induced, 24 h; hit rate 0.49% among 360,000; inhibition, % at 21.8 µM;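 active means interference check ratio from 0.5 to 1.5 plus GFP to RFP signal ratio inhibition reaching or exceeding a fixed threshold, cut at about 30% in these data, passing the limit was not always enough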; further: some compounds called inactive have numbers as strong as hits
Neddylation inh = inhibitors of human cullin neddylation | P61081+Q13564 | TR-FRET cullin neddylation, biochemical | calls only at 25 µM | hit rate 0.58% among 360,000 | AID 651699; in the data active means inhibition above about 36%
eLon inh = E. coli protease La inhibition; AID 602123; hit rate 0.42% among 360,000; purified E. coli Lon protease, fluorescence polarization; P0A9M0; inhibition, % at 7.94 µM; in the data active means inhibition above about 13%, passing the limit was not always enough;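 further: 0% = enzyme with probe and DMSO and 100% = no enzyme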
Target sequence (P0A9M0 whole entry, looked up): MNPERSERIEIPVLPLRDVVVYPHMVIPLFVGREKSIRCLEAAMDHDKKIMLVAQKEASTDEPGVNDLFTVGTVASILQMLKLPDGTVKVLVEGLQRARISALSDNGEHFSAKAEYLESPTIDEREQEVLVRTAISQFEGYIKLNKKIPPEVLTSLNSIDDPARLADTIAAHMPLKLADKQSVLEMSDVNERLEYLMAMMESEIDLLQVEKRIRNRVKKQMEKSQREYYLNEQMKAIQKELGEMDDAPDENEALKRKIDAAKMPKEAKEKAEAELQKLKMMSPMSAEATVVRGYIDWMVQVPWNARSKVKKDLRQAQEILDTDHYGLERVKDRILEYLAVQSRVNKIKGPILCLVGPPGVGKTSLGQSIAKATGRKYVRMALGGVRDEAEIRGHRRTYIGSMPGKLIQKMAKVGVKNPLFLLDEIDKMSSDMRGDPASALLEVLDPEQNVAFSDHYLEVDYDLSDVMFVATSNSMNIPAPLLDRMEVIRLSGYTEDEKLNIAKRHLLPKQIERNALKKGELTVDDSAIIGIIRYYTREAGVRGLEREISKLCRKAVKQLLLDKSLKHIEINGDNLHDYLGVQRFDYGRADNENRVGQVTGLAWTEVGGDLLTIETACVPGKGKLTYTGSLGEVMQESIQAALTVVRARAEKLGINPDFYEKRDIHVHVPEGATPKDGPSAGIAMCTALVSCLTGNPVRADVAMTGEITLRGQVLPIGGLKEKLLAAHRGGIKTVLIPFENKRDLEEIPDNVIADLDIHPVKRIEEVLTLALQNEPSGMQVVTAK
* hit, by the source's call.

How did O=c1cc(-c2cccc(F)c2)[nH]c2ccccc12 do in these assays?
FAS TE block: -12; MsrA act: -4; CendR NRP1 mod: -4; Rin1-Abl PPI inh: 4; MsrA inhibitor: -0.5; MT1-MMP act inh: 20; SKN-1 block: -10; Neddylation inh: inactive; eLon inh: -1

What do the screens show for `CC(=O)Nc1ccc(S(=O)(=O)N2CCC(C(=O)NC3CC3)CC2)cc1`?
FAS TE block: 0; MsrA act: 2; CendR NRP1 mod: -2; Rin1-Abl PPI inh: 1; MsrA inhibitor: 0.3; MT1-MMP act inh: 4; SKN-1 block: -2; Neddylation inh: inactive; eLon inh: -6

How did O=C1CCC(=O)N1c1nc2nc(-c3ccccc3)cc(-c3ccccc3)n2n1 do in these assays?
FAS TE block: -2; MsrA act: -8; CendR NRP1 mod: 5; Rin1-Abl PPI inh: 0; MsrA inhibitor: 4.7*; MT1-MMP act inh: 5; SKN-1 block: 1; Neddylation inh: inactive; eLon inh: -6

Results for COc1ccc(CCNC(=O)Cn2cnc3c(cnn3C(C)(C)C)c2=O)cc1OC ?
FAS TE block: -5; MsrA act: -2; CendR NRP1 mod: 2; Rin1-Abl PPI inh: 1; MsrA inhibitor: 0.6; MT1-MMP act inh: 4; SKN-1 block: 0; Neddylation inh: inactive; eLon inh: -12

How did Oc1ccc(Br)cc1-c1cc(-c2ccccc2F)[nH]n1 do in these assays?
FAS TE block: -1; MsrA act: -11; CendR NRP1 mod: 1; Rin1-Abl PPI inh: -1; MsrA inhibitor: 0.2; MT1-MMP act inh: 6; SKN-1 block: -9; Neddylation inh: inactive; eLon inh: -3

Results for Cc1cc(C)cc(NC(=O)CN2C(=O)NC(C)(c3ccccc3)C2=O)c1 (centres undefined) ?
FAS TE block: -2; MsrA act: -4; CendR NRP1 mod: -3; Rin1-Abl PPI inh: -3; MsrA inhibitor: -0.7; MT1-MMP act inh: 2; SKN-1 block: 10; Neddylation inh: inactive; eLon inh: -7

Results for O=C(NCCC1=CCCCC1)C(=O)NCC1OCCCN1S(=O)(=O)c1ccc(F)cc1 (centres undefined) ?
FAS TE block: 7; MsrA act: -1; CendR NRP1 mod: 10; Rin1-Abl PPI inh: 2; MsrA inhibitor: -0.1; MT1-MMP act inh: -3; SKN-1 block: -6; Neddylation inh: inactive; eLon inh: -7

Results for Cc1ccc(S(=O)(=O)N(C)C)cc1NC(=O)C(C)OC(=O)CC1CC2CCC1C2 (centres undefined) ?
FAS TE block: 6; MsrA act: -10; CendR NRP1 mod: -8; Rin1-Abl PPI inh: 0; MsrA inhibitor: -0.1; SKN-1 block: -6; Neddylation inh: inactive; eLon inh: -13

How did COc1cc(/C=C/C(=O)OCC(=O)N2c3ccccc3NC(=O)C2(C)C)cc(OC)c1OC do in these assays?
FAS TE block: 0; MsrA act: -2; CendR NRP1 mod: -1; Rin1-Abl PPI inh: 1; MsrA inhibitor: 0.7; MT1-MMP act inh: 4; SKN-1 block: 6; Neddylation inh: inactive; eLon inh: -3

What do the screens show for `Cc1ccc(-n2ncc3c(=O)n(CC(=O)NCc4ccco4)cnc32)cc1C`?
FAS TE block: -3; MsrA act: -3; CendR NRP1 mod: -8; Rin1-Abl PPI inh: 0; MsrA inhibitor: 0.0; MT1-MMP act inh: 5; SKN-1 block: 1; Neddylation inh: inactive; eLon inh: -10

What do the screens show for `O=C(Nc1ccccc1Cl)C1CCCN1C(=O)OCc1ccccc1` (centres undefined)?
FAS TE block: 2; MsrA act: -2; CendR NRP1 mod: -53; Rin1-Abl PPI inh: -3; MsrA inhibitor: 0.0; MT1-MMP act inh: -4; SKN-1 block: -3; Neddylation inh: inactive; eLon inh: -9

What do the screens show for `Cc1cc(NC(=O)CSc2nnnn2-c2ccc(C)c(Cl)c2)no1`?
FAS TE block: 7; MsrA act: -1; CendR NRP1 mod: 14; Rin1-Abl PPI inh: -1; MsrA inhibitor: -1.0; MT1-MMP act inh: 1; SKN-1 block: -8; Neddylation inh: inactive; eLon inh: 9

Reprinted from the listing (two entries):
What do the screens show for `O=C(Nc1ccccc1Cl)C1CCCN1C(=O)OCc1ccccc1` (centres undefined)?
FAS TE block: 2; MsrA act: -2; CendR NRP1 mod: -53; Rin1-Abl PPI inh: -3; MsrA inhibitor: 0.0; MT1-MMP act inh: -4; SKN-1 block: -3; Neddylation inh: inactive; eLon inh: -9

What do the screens show for `Cc1cc(NC(=O)CSc2nnnn2-c2ccc(C)c(Cl)c2)no1`?
FAS TE block: 7; MsrA act: -1; CendR NRP1 mod: 14; Rin1-Abl PPI inh: -1; MsrA inhibitor: -1.0; MT1-MMP act inh: 1; SKN-1 block: -8; Neddylation inh: inactive; eLon inh: 9

Continued:
Results for O=C(NCCO)c1scc2c1OCCO2 ?
FAS TE block: -6; MsrA act: -4; CendR NRP1 mod: 4; Rin1-Abl PPI inh: 1; MsrA inhibitor: -0.3; MT1-MMP act inh: -8; SKN-1 block: -19; Neddylation inh: inactive; eLon inh: -4

Results for Cc1ccc(S(=O)(=O)NNC(=O)C2Cc3c(ccc4ccccc34)O2)cc1 (centres undefined) ?
FAS TE block: 2; MsrA act: -11; CendR NRP1 mod: 0; Rin1-Abl PPI inh: 6; MsrA inhibitor: 0.8; MT1-MMP act inh: 1; SKN-1 block: -16; Neddylation inh: inactive; eLon inh: 2

Results for Cc1ccc2nc(NC(=O)C3CCN(c4ncnc5sc(C)c(C)c45)CC3)sc2c1 ?
FAS TE block: 7; MsrA act: -9; CendR NRP1 mod: -7; Rin1-Abl PPI inh: 1; MT1-MMP act inh: 4; SKN-1 block: 2; Neddylation inh: inactive; eLon inh: 1

Results for COc1ccc2c(c1OC)C(=O)N1C2SC(C)(C)[C@H]1C(=O)NC1CC1 (some centres undefined) ?
FAS TE block: -7; MsrA act: -8; CendR NRP1 mod: 4; Rin1-Abl PPI inh: 1; MsrA inhibitor: 0.5; MT1-MMP act inh: 0; SKN-1 block: -14; Neddylation inh: inactive; eLon inh: -3

How did O=C(CSc1nccn(-c2ccc(F)c(F)c2)c1=O)NC1CCCC1 do in these assays?
FAS TE block: -6; MsrA act: -1; CendR NRP1 mod: -16; Rin1-Abl PPI inh: 4; MsrA inhibitor: 0.4; MT1-MMP act inh: -4; SKN-1 block: 16; Neddylation inh: inactive; eLon inh: -22

What do the screens show for `COc1ccc(Nc2nc(C)nc3c2nnn3Cc2ccccc2)cc1OC`?
FAS TE block: 4; MsrA act: -1; CendR NRP1 mod: 8; Rin1-Abl PPI inh: -1; MsrA inhibitor: 1.6; MT1-MMP act inh: -6; SKN-1 block: 5; eLon inh: 11

How did CCCSc1ccc([C@@H]2[C@@H]3C(=O)N(CC)C(=O)[C@@H]3[C@]3(C(=O)OC)CCCCN23)cc1 do in these assays?
FAS TE block: 16; MsrA act: -8; CendR NRP1 mod: 0; Rin1-Abl PPI inh: 3; MsrA inhibitor: -0.6; MT1-MMP act inh: 4; SKN-1 block: -9; Neddylation inh: inactive; eLon inh: 1

What do the screens show for `COc1cccc(CN2CCC2(C)C(=O)Nc2ccc(C)cc2)c1F` (centres undefined)?
FAS TE block: 7; MsrA act: -1; CendR NRP1 mod: -1; Rin1-Abl PPI inh: -2; MsrA inhibitor: 0.0; MT1-MMP act inh: -1; SKN-1 block: 24; Neddylation inh: inactive; eLon inh: -6

What do the screens show for `CC(C)CC1(C)NC(=O)NC1=O` (centres undefined)?
FAS TE block: -5; MsrA act: -5; CendR NRP1 mod: 1; Rin1-Abl PPI inh: 4; MsrA inhibitor: -0.5; MT1-MMP act inh: 2; SKN-1 block: 5; Neddylation inh: inactive; eLon inh: 1

What do the screens show for `COCc1ccc([C@@H]2C[C@H]3CN(Cc4ccccc4C)C(=O)[C@]34CCCN24)o1`?
FAS TE block: -1; MsrA act: -5; CendR NRP1 mod: -6; Rin1-Abl PPI inh: -3; MsrA inhibitor: -0.4; MT1-MMP act inh: -1; SKN-1 block: 0; Neddylation inh: inactive; eLon inh: -7

Results for O=C(CN1CCOCC1)Nc1ccc(Br)cn1 ?
FAS TE block: -9; MsrA act: -3; CendR NRP1 mod: -6; Rin1-Abl PPI inh: 1; MsrA inhibitor: -0.9; MT1-MMP act inh: 9; SKN-1 block: -1; Neddylation inh: inactive; eLon inh: -8

How did O=C(Nc1cccnc1)c1cc(-c2cc(Cl)ccc2O)n[nH]1 do in these assays?
FAS TE block: -2; MsrA act: -7; CendR NRP1 mod: -4; Rin1-Abl PPI inh: 2; MsrA inhibitor: -0.5; MT1-MMP act inh: 6; SKN-1 block: 1; Neddylation inh: inactive; eLon inh: 1

How did Cc1c(C(=O)NC2CC(C)(C)NC(C)(C)C2)oc2c(Cl)cccc12 do in these assays?
FAS TE block: -10; MsrA act: 3; CendR NRP1 mod: -14; Rin1-Abl PPI inh: 0; MsrA inhibitor: -0.1; MT1-MMP act inh: -6; SKN-1 block: 15; Neddylation inh: inactive; eLon inh: -5

Results for O=C(COC(=O)Cc1c(F)cccc1Cl)NCc1ccc2c(c1)OCO2 ?
FAS TE block: -5; MsrA act: -1; CendR NRP1 mod: 4; Rin1-Abl PPI inh: 3; MsrA inhibitor: -0.1; MT1-MMP act inh: -1; SKN-1 block: 1; Neddylation inh: inactive; eLon inh: -7

What do the screens show for `Cc1ccc(C(O)c2cccnc2)o1` (centres undefined)?
FAS TE block: -10; MsrA act: -3; CendR NRP1 mod: 2; Rin1-Abl PPI inh: 3; MsrA inhibitor: 0.2; MT1-MMP act inh: -10; SKN-1 block: 4; Neddylation inh: inactive; eLon inh: -2

How did O=C(CCN1C(=O)c2cccnc2C1=O)NC1CCCCCC1 do in these assays?
FAS TE block: -1; MsrA act: -1; CendR NRP1 mod: -1; Rin1-Abl PPI inh: 3; MsrA inhibitor: -1.0; MT1-MMP act inh: 6; SKN-1 block: 13; Neddylation inh: inactive; eLon inh: -3

Results for CCN1C(=O)c2ccccc2Sc2ccc(C(=O)NCCCN3CCOCC3)cc21 ?
FAS TE block: -1; MsrA act: -2; CendR NRP1 mod: 1; Rin1-Abl PPI inh: -2; MsrA inhibitor: 0.0; MT1-MMP act inh: 3; SKN-1 block: -3; Neddylation inh: inactive; eLon inh: 2

Results for COc1ccc(C(CNS(=O)(=O)c2ccc(C)cc2)N2CCN(C)CC2)cc1 (centres undefined) ?
FAS TE block: -3; MsrA act: -1; CendR NRP1 mod: -4; Rin1-Abl PPI inh: -2; MsrA inhibitor: -1.2; MT1-MMP act inh: -3; SKN-1 block: 2; Neddylation inh: inactive; eLon inh: 0

What do the screens show for `CCCCNC(=O)C1(C)CCCCN1Cc1ccc(-c2ccccc2)cc1` (centres undefined)?
FAS TE block: 17; MsrA act: 3; CendR NRP1 mod: 6; Rin1-Abl PPI inh: 4; MsrA inhibitor: 0.8; MT1-MMP act inh: -1; SKN-1 block: 7; Neddylation inh: inactive; eLon inh: -8

Results for O=C(CN1CCCCC1)Nc1cccc(-n2cnnn2)c1 ?
FAS TE block: -6; MsrA act: -1; CendR NRP1 mod: -5; Rin1-Abl PPI inh: 4; MsrA inhibitor: -0.7; MT1-MMP act inh: 4; SKN-1 block: -8; Neddylation inh: inactive; eLon inh: 1

What do the screens show for `CCn1c(SCc2nc3cc(OC)c(OC)cc3c(=O)[nH]2)nnc1-c1ccncc1`?
FAS TE block: -5; MsrA act: -2; CendR NRP1 mod: -8; Rin1-Abl PPI inh: 1; MsrA inhibitor: 0.8; MT1-MMP act inh: 4; SKN-1 block: 1; Neddylation inh: inactive; eLon inh: -1

Results for O=C(Nc1cccnc1)c1ccc(-c2ccccc2)cc1 ?
FAS TE block: -7; MsrA act: -3; CendR NRP1 mod: 14; Rin1-Abl PPI inh: 0; MsrA inhibitor: 0.4; MT1-MMP act inh: 2; SKN-1 block: 5; Neddylation inh: inactive; eLon inh: 2

How did NC(=S)NC1CCS(=O)(=O)C1 (centres undefined) do in these assays?
FAS TE block: -2; MsrA act: 0; CendR NRP1 mod: 8; Rin1-Abl PPI inh: 2; MsrA inhibitor: -0.3; MT1-MMP act inh: 2; SKN-1 block: -2; Neddylation inh: inactive; eLon inh: 4

Results for CC(=O)N1N=C(c2ccc(C)cc2)OC1c1cccnc1 (centres undefined) ?
FAS TE block: -2; MsrA act: -3; CendR NRP1 mod: -15; Rin1-Abl PPI inh: 3; MsrA inhibitor: -0.3; MT1-MMP act inh: 1; SKN-1 block: 8; Neddylation inh: inactive; eLon inh: 3

Screening results deposited in PubChem by several laboratories.
